M5 antag: antagonists of human muscarinic M5 receptor (CHRM5) | P08912 | CHO-hM5 cells, Fluo-8 calcium fluorescence, ACh EC80 | inhibition, % at 3 µM | hit rate 0.59% among 360,000;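 active means inhibition above a per-plate cutoff, the mean of that plate's test compounds plus 3 SD, cut at about 27% in these data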;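 further: 0% = acetylcholine EC80 with DMSO and 100% = DMSO without agonist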
Target sequence (P08912 whole entry, looked up): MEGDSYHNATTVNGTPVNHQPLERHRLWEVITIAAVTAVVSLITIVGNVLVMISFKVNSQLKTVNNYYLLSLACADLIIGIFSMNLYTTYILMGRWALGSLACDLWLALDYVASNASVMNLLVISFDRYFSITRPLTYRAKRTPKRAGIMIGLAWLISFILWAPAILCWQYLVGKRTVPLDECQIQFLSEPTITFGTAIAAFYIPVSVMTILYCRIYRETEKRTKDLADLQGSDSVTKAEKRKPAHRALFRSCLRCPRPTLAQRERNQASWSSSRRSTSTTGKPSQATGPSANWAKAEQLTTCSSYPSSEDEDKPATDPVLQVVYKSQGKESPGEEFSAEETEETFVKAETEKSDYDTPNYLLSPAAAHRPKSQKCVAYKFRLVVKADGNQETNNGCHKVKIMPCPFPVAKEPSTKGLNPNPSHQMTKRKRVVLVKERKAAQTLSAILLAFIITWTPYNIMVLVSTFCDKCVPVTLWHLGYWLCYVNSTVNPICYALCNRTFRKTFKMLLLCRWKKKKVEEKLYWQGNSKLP
M5 PAM: potentiates acetylcholine response at human M5 receptor; P08912; CHO-K1 hM5, Fluo-8 calcium, ACh EC20 PAM; 0% = ACh EC20, 100% = ACh EC100; activation, % at 3 µM; hit rate 0.3% among 360,000; AID 624038;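 active means activation above the run cutoff, the mean activation of all test compounds plus 3 SD, cut at about 18% in these data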
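Probe or stimulus: acetylcholine, EC20 level; Assay system: human M5 receptor in CHO-K1 cells; Schedule: compound preincubation 140 s before EC20 acetylcholine addition; Technique: intracellular calcium via Fluo-8 fluorescence; Dosing: single-point, 3 µM nominal; Read-out basis: percent activation from peak-over-basal fluorescence ratio, scaled EC20-to-EC100 acetylcholine; Repeats: one well per compound, no replicates.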
CHRM5 agonist: agonists of human muscarinic M5 receptor (CHRM5) | AID 624037 | activation, % at 3 µM | hit rate 0.19% among 360,000 | CHO-K1 hM5 cells, Fluo-8 calcium fluorescence; 0% DMSO wells, 100% maximal acetylcholine response;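 active means activation above the run's mean over test compounds plus 3 SD, cut at about 23% in these data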;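 further: signal is peak over basal fluorescence ratio across the kinetic read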
IDE inh: inhibitors of human insulin-degrading enzyme in cells. P14735. hit rate 0.41% among 320,000. HEK cells, FAbetaB cleavage, fluorescence polarization. inhibition, % at 5.59 µM;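 active means percent inhibition above the average of all tested compounds plus 3 SD, set per screening campaign, cut at about 16% in these data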;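 further: IDE supplied by intact live HEK cells; FP after avidin binding of uncleaved biotin substrate so inhibition keeps polarization high; 0% = DMSO wells and 100% = 60 µM reference IDE inhibitor Ii1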
M4 ag: CHRM4 agonism in calcium assay; hit rate 0.14% among 360,000; AID 624127; activation, % at 3 µM; CHO-K1 hM4/Gqi5, Fluo-8 calcium fluorescence; vehicle 0%, full acetylcholine response 100%;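 active means activation above the run mean over all test wells plus 3 SD, cut at about 32% in these data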;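 further: peak over basal fluorescence ratio per well then scaled between controls; 0% = DMSO wells and 100% = acetylcholine at EC100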
Target sequence (P08173 whole entry, looked up): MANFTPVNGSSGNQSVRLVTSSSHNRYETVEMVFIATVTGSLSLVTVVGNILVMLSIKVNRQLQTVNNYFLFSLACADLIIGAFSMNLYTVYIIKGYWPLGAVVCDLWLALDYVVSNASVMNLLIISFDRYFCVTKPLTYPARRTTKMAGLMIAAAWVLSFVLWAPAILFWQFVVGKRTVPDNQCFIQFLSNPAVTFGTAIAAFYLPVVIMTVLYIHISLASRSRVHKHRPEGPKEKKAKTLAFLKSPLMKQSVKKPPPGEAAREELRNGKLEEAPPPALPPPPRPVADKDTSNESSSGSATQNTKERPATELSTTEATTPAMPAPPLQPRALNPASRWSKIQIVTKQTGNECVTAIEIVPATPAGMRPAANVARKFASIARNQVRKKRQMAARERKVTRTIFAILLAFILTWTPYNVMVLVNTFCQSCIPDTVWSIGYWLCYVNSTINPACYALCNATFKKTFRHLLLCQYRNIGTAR
CRFBP-R2 agonist: CRF-BP/CRF-R2 complex agonism. activation, % at 13.2 µM. HEK293 CRF-R2/CRF-BP, calcium dye fluorescence (FLIPR); percent of saturating CRF peptide response. AID 588473. hit rate 0.46% among 350,000;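 active means activation of at least 50%, plus an integration ratio under a set limit after plate pattern correction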;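 further: plate controls were neutral control wells without compound for no effect and CRF at EC100 for full effect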
CHRM4 antagonist: CHRM4 antagonism in calcium assay; P08173; CHO-hM4 cells, ACh EC80, Fluo-8 calcium fluorescence; inhibition, % at 3 µM; hit rate 0.73% among 360,000;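 active means inhibition above its plate's cutoff, the mean inhibition of sample wells plus 3 SD, cut at about 27% in these data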;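 further: 0% = acetylcholine EC80 with DMSO and 100% = DMSO without agonist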
CRFR2-BP antag: antagonists of CRF-binding protein/CRF-R2 receptor complex; hit rate 0.59% among 350,000; inhibition, % at 11.8 µM; HEK293 CRF-R2/CRF-BP, CRF-induced calcium fluorescence;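 active means inhibition of the ligand-induced calcium signal above about 50% at the single tested concentration, limit read from the data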
M4 PAM: positive allosteric modulators of human muscarinic M4 receptor | P08173 | CHO-K1 hM4/Gqi5, Fluo-8 calcium fluorescence, ACh EC20; 0% = ACh EC20, 100% = maximal ACh | activation, % at 3 µM | hit rate 0.4% among 360,000 | AID 624126;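 active means activation above its plate's cutoff, the mean activation of sample wells plus 3 SD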; further: some results filed as inactive read as strong as hits
Starred values were filed as active, the others as inactive; nt = no result given.

SMILES	M5 antag	M5 PAM	CHRM5 agonist	IDE inh	M4 ag	CRFBP-R2 agonist	CHRM4 antagonist	CRFR2-BP antag	M4 PAM
Cc1ccc(CN2C(=O)c3ccccc3Sc3ccc(C(=O)NCCN4CCOCC4)cc32)cc1	-6	5	-3	-4	4	9.5	-2	-18	12
O=C(Nc1ccccc1C(=O)NCC1CCCO1)c1ccco1 (configuration not stated)	-7	-5	-2	2	0	-2.3	4	17	-1
O=C(OCc1ccc([N+](=O)[O-])cc1)c1cc(S(=O)(=O)N2CCCCC2)ccc1N1CCOCC1	-3	5	-3	-6	0	2.5	2	5	1
CCn1c(C)nnc1SCC(=O)Nc1ccc(N2CCOCC2)cc1	3	-1	-4	-3	0	4.9	4	11	5
O=C1C=C(c2ccc(F)c(Cl)c2)C[C@@H](c2ccc(F)cc2)C1	0	2	0	1	0	1.8	-7	-8	0
Cn1nnnc1SCCNC(=O)C1CCC(=O)N(Cc2ccc(Cl)cc2)C1 (configuration not stated)	-18	19*	-1	2	0	0.2	-8	3	9
CC1(C)CC(NC(=O)C2CCC(=O)N(Cc3ccccc3F)C2)CC(C)(C)C1 (configuration not stated)	-3	2	-2	nt	-1	0.6	-7	-2	5
CSc1ccc(CNc2ccccn2)cc1	-6	2	-5	0	2	-0.2	-2	13	7
COc1cccc(NC(=O)COC(=O)CNS(=O)(=O)c2c(F)cccc2F)c1	0	-2	2	-1	1	-2.0	3	-2	-3
O[C@@H](c1cc(C(F)(F)F)nc2c(C(F)(F)F)cccc12)[C@H]1CCCCN1	5	-2	6	0	20	2.5	6	-19	-1
CCOc1ccc(NCC2CCOC(C)(C)C2)cc1 (configuration not stated)	-3	2	-2	-3	1	-2.1	0	1	-3
Cc1ccc(C(=O)N2CCN(S(=O)(=O)c3ccc(C)c([N+](=O)[O-])c3)C2)cc1	-3	-3	-5	4	0	-3.6	6	7	-3
O=C(CCCn1cc([N+](=O)[O-])cn1)NC1CCCCCC1	-7	16	-2	2	1	-1.2	-16	-8	5
Cc1ccc(N2C(=O)SC(N(CC(=O)O)c3cccc(C)c3)C2=O)cc1 (configuration not stated)	-1	1	1	6	2	-2.0	-3	-27	5
O=C(OCc1ccccn1)c1ccc(COc2ccc3ccccc3c2)o1	19	-21	-2	-6	12	-0.5	10	-1	-29
O=C(c1cc2ccccc2oc1=O)N1CCOCC1	9	-1	-3	1	0	0.4	9	9	2
O=C(COC(=O)C1=COCCO1)NC(=O)c1ccc(OC(F)F)cc1	1	9	0	-5	3	-2.6	-2	18	4
COc1ccc(S(=O)(=O)N2CCC(C(N)=O)CC2)c2ccccc12	1	0	1	2	6	0.2	-14	-9	8
CC(=O)OCCN(CCCn1c(-c2ccncc2)nc2ccccc21)c1nc(CN2CCCCC2)cs1	7	-3	-10	-1	3	-2.0	8	31	-10
COc1ccc2nc(Nc3ccc4c(c3)OCO4)sc2c1	5	-4	-4	8	1	-0.8	3	-4	-2
Cc1c(NC(=O)c2nn3c(c2Br)NC(c2ccccc2)CC3C(F)(F)F)c(=O)n(-c2ccccc2)n1C (configuration not stated)	-2	0	-1	11	0	6.5	4	-14	-4
Cc1ccc(C)n1-n1cnc2sc3c(c2c1=O)CCCCC3	-3	8	-8	0	1	-0.3	-20	-10	0
COc1ccc(-n2c(SCC(=O)O)nnc2-c2ccc(NC(=O)c3ccccc3)cc2)cc1	3	3	-2	-1	1	0.0	5	1	4
O=C(O)C1CCN(C(=O)CSc2nc3ccccc3s2)CC1	-3	4	0	12	1	-1.3	-7	6	17
O=C(Nc1ccc(Cl)cc1)c1cncs1	-1	6	-2	3	1	-1.0	-8	-11	0

Structural class: the entries above containing a COOH group
SMILES	M5 antag	M5 PAM	CHRM5 agonist	IDE inh	M4 ag	CRFBP-R2 agonist	CHRM4 antagonist	CRFR2-BP antag	M4 PAM
Cc1ccc(N2C(=O)SC(N(CC(=O)O)c3cccc(C)c3)C2=O)cc1 (configuration not stated)	-1	1	1	6	2	-2.0	-3	-27	5
COc1ccc(-n2c(SCC(=O)O)nnc2-c2ccc(NC(=O)c3ccccc3)cc2)cc1	3	3	-2	-1	1	0.0	5	1	4
O=C(O)C1CCN(C(=O)CSc2nc3ccccc3s2)CC1	-3	4	0	12	1	-1.3	-7	6	17

Later entries:
SMILES	M5 antag	M5 PAM	CHRM5 agonist	IDE inh	M4 ag	CRFBP-R2 agonist	CHRM4 antagonist	CRFR2-BP antag	M4 PAM
O=c1c(Cl)c2oc3ccccc3nc-2c2ccccc12	11	1	4	3	4	207*	6	-309	3
Nc1ccc2oc(-c3ccccc3Cl)nc2c1	-7	-4	-3	-4	1	-0.8	-9	5	-9
COc1ccc2[nH]c3c(=O)n(N)c(C)nc3c2c1	3	-4	0	-2	0	-1.9	-1	0	4
O=C(NNC1CC(=O)N(c2ccccc2)C1=O)c1ccc(COc2ccccc2Cl)o1 (configuration not stated)	0	0	1	5	2	-0.5	0	2	0
COc1ccc(OCC(=O)N2CCN(C(=O)COc3ccccc3)CC2)cc1	1	0	-3	3	3	-1.5	-1	-18	13
NS(=O)(=O)c1ccc(CNS(=O)(=O)c2cc(C(=O)O)ccc2Cl)cc1	10	-8	0	-5	1	-1.0	4	6	2
Cc1oc(C(C)(C)C)cc1C(=O)Nc1cccc(C(=O)O)c1	5	-5	-1	4	0	-1.8	13	-8	-2
COc1ccc(N=Nc2c(N)n[nH]c2N)cc1	13	1	-4	-1	0	-2.3	10	5	1
COc1ccc(CN(C(=O)c2ccccc2OC)C2CCS(=O)(=O)C2)cc1 (configuration not stated)	4	-4	1	5	1	-1.6	-2	2	2
COc1cccc(/C=C/C(=O)OCC(=O)Nc2ccccc2Sc2ccccc2)c1	-4	-5	-5	3	0	1.1	3	2	-8
Cc1cccc(Nc2nnc(SCC(=O)Nc3ccccc3[N+](=O)[O-])s2)c1	-1	-9	-1	8	7	-1.7	-7	2	-18
Cc1ccc(NC(=S)NC(=O)CC2CC(C)(C)OC2=O)cc1 (configuration not stated)	13	-2	-1	-5	1	-0.6	-9	-8	1
O=C(Nc1ccccc1Cl)C1CCCN1C(=O)OCc1ccccc1 (configuration not stated)	0	-5	-9	8	1	-1.3	-12	-2	8
C[C@H](NC(=O)c1nc[nH]c1C(=O)N[C@H](C)c1ccccc1)C(=O)OC(C)(C)C	9	6	-3	5	1	-5.1	-6	4	3
CCCC(c1nnnn1C1CCCC1)N1CCN(C(=O)c2ccco2)CC1 (configuration not stated)	6	1	-1	-1	0	-0.7	9	23	2
Cc1ccnc(NC(=O)c2ccc(NS(=O)(=O)/C=C/c3ccccc3)cc2)c1	2	-4	-1	0	-1	-0.6	2	-4	-4
O=C(CCc1nc2ccccc2[nH]c1=O)OCc1ccc(S(=O)(=O)N2CCOCC2)cc1	-1	-6	2	1	5	-1.8	0	0	0
CCN(CC(=O)Nc1ccc(NC(C)=O)cc1)C(=O)C1(c2ccc(Cl)cc2)CCC1	-2	-3	1	nt	4	1.2	-2	10	-4
CN(C)S(=O)(=O)c1ccc(C(=O)N2CCN(C(=O)C3CCCO3)CC2)cc1 (configuration not stated)	9	6	1	4	1	-1.1	-2	-8	4
COc1ccc(-n2c(=O)c3ccccc3n(CC(=O)NC3CCCC3)c2=O)c(OC)c1	1	0	1	-3	-1	-3.0	-2	32	6
CNC(=O)/C(C#N)=C/c1c(N2CCN(c3ccc(OC)cc3)CC2)nc2c(C)cccn2c1=O	9	-7	1	1	3	-1.6	0	14	-8
COCOCCn1cc(CN2CCS(=O)(=O)N(Cc3ccc(-c4cccc(CO)c4)cc3)C(C(C)C)C2=O)nn1 (configuration not stated)	6	3	1	nt	1	-1.3	-11	4	4
O=C(CSc1nnc(Cc2cc(=O)[nH]c(=O)[nH]2)n1-c1ccccc1)N1CCCCC1	7	-4	1	-4	0	0.9	1	11	-2
COc1ccc(NC2CCCN(C(=O)CCN3CCCC3=O)C2)cc1OC (configuration not stated)	22	-12	-3	-1	0	-1.3	6	2	2
O=C(NCCSCc1ccccc1)c1ccccc1	5	1	-2	4	1	-1.8	0	2	1

Looked up above.
COc1cccc(/C=C/C(=O)OCC(=O)Nc2ccccc2Sc2ccccc2)c1 in CHRM4 antagonist = 3
C[C@H](NC(=O)c1nc[nH]c1C(=O)N[C@H](C)c1ccccc1)C(=O)OC(C)(C)C in CRFR2-BP antag = 4

Later entries.
SMILES	M5 antag	M5 PAM	CHRM5 agonist	IDE inh	M4 ag	CRFBP-R2 agonist	CHRM4 antagonist	CRFR2-BP antag	M4 PAM
Cc1ccc2cc(COC(=O)C3CCCO3)c(=O)[nH]c2c1 (configuration not stated)	-2	3	-1	-4	0	-0.2	-3	15	16
COc1cccc(CNC(=O)C23CN(Cc4ccccc4)CC2C(c2ccc([N+](=O)[O-])cc2)=NO3)c1 (configuration not stated)	8	-5	-1	-3	1	0.8	8	0	1
CCNc1nc(SC)nc(N(C#N)CC(=O)OC)n1	-3	1	-5	0	0	-0.1	3	-3	3
CC(C)C(=O)Nc1nnc(Cc2c[nH]c3ccccc23)s1	-1	-2	3	-3	3	3.6	-22	-36	-7
O=C(CN1CCC(NC(=O)c2ccccc2)CC1)NCc1ccccc1F	3	-2	0	-8	1	-0.7	10	11	4
CN(C)c1ccc(CN(C(=O)/C=C/c2ccco2)C2CCS(=O)(=O)C2)cc1 (configuration not stated)	7	1	-1	3	0	-1.5	13	-6	-4
COc1ccc(CNC(=O)CCc2nc3cc(S(=O)(=O)N(C)C)ccc3n2C)cc1OC	17	-16	3	4	18	-1.4	0	64*	-12
CCOc1cnc(-c2ccc(Cl)cc2)o1	-8	1	-3	3	0	2.6	-1	-15	14
COC(=O)C1CN(C(=O)COc2ccccc2)c2ccccc2O1 (configuration not stated)	11	-6	-3	6	0	3.4	-5	-8	3
Cc1ccc2ccc(C#N)cc2c1O	2	-1	0	nt	1	0.0	-21	12	12
Cc1nn(C)c(C(=O)Sc2cccc(Cl)c2)c1[N+](=O)[O-]	-2	14	-1	-3	0	11	-5	-24	10
O=Cc1ccc(Sc2ncccn2)o1	4	-1	3	nt	0	-2.4	-1	2	5
CCC(CC)COC(=O)C(C#N)c1nc2ccccc2nc1N1CCOCC1 (configuration not stated)	13	-11	1	0	-2	1.9	-5	-28	5
NS(=O)(=O)c1cccc(NC(=O)COC(=O)CCC2CCCC2)c1	7	-2	7	-7	1	0.2	4	3	2
O=C1c2ccccc2C(=O)N1Cc1cc(-c2ccccc2Cl)no1	1	3	4	0	4	1.0	0	0	6
COc1ccccc1-c1nnc(SC/C(O)=C(\C#N)c2nc3ccccc3[nH]2)n1C1CCCCC1	-7	-3	0	4	2	2.6	3	-38	1
c1ccc(-c2cncn2-c2ccccc2)cc1	3	7	-6	5	2	-3.5	0	-3	7
O=C(NCc1cccnc1)c1noc2c1CCCC2	-2	1	-1	5	1	-0.3	4	5	7
O=C(O)[C@@H]1CCCN1C(=O)COc1ccc2c3c(c(=O)oc2c1)CCC3	1	-1	0	4	1	2.1	-7	2	1
Cc1ccc(/C=C/C(=O)Nc2cccc(S(=O)(=O)N3CCOCC3)c2)o1	6	0	1	-9	2	-0.7	0	8	0
CC(C)CCn1c(CN2CCN(c3cccc(Cl)c3)CC2)nc2c1c(=O)n(C)c(=O)n2C	-1	2	0	6	0	-3.5	0	-13	-1
O=C(NCc1ccccc1)c1cccc(NC(=O)C2CCC2)c1	10	-4	1	nt	3	0.2	-10	12	0
Cc1cn2c(nc1=O)OC1C(O)C(COC(=O)c3ccccc3)OC12 (configuration not stated)	-6	-1	0	2	1	0.0	-6	10	11
